Bioassay records as filed in PubChem BioAssay.
Ba/F3 V617F tox – reduce viability of Ba/F3 cells dependent on JAK2V617F; Ba/F3 EpoR-JAK2V617F viability, ATP luminescence; inhibition, % at 5.6 µM; actives 1.1% (n = 220,000);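 active = inhibition above the campaign mean plus 3 SD over all tested compounds, cut at about 24% in these data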;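 note: cytokine-independent growth of Ba/F3 cells driven by EpoR plus mutant JAK2; 0% = DMSO-treated cells and 100% = JAK inhibitor I control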
BaF3 tox – reduces parental Ba/F3 cell viability, JAK2V617F counter-screen; CellTiter-Glo ATP luminescence; inhibition, % at 5.6 µM; actives 1.1% (n = 220,000); AID 1486;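 active = inhibition above a per-campaign cutoff, the mean inhibition of all tested compounds plus 3 SD, cut at about 27% in these data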;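 note: 0% = DMSO wells and 100% = JAK Inhibitor I control wells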
EP2 mod – modulates human prostaglandin E2 receptor EP2 signaling; induction, % at 25 µM; EP2-expressing cells, cAMP HTRF FRET, PGE2 co-stimulation; actives 0.83% (n = 260,000); AID 940;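 active = compounds whose cAMP rise, as percent of the full-agonist control response, exceeds 60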;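 note: rat C6 glioma line stably carrying human EP2 under a CMV promoter; the protocol text gives 20 µM as final concentration; 100% = response of wells given 1 µM PGE2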
TRPN1 ag – zebrafish TRPN1 (NompC) channel agonism. actives 0.18% (n = 220,000). activation, % at 3 µM. HEK293 zebrafish TRPN1-YFP, Fluo-8 calcium fluorescence; 100% = response to 87 µM carbachol. AID 1424;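 active = activation above its plate's cutoff, the mean activation of test wells on that plate plus 3 SD, cut at about 19% in these data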;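 note: 0% = DMSO alone and 100% = 87 µM carbachol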
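Control set: carbachol 87 µM as high control, DMSO as low control; system: HEK293 stable line with zebrafish TRPN1-YFP; read-out: % activation versus carbachol response; detection: intracellular calcium fluorescence with Fluo-8; doses: single test compound dose, 3 µM nominal, 0.3% DMSO; schedule: dye 1 h 37 °C plus 30 min RT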
m-calpain inh – blocks pig calpain II enzyme activity; actives 0.37% (n = 220,000); purified calpain II, fluorogenic peptide substrate, 30 min; inhibition, % at 16 µM; AID 1236;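 active = inhibition above about 50%, limit read from the data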
S1P4 ag – activates the human S1P4 receptor; S1P4-expressing cell line, agonist reporter assay; activation, % at 4.98 µM; actives 0.35% (n = 220,000); O95977; in the data active = activation above about 11%;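 note: 0% = DMSO vehicle and 100% = reference agonist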
Target sequence (O95977 whole entry, looked up): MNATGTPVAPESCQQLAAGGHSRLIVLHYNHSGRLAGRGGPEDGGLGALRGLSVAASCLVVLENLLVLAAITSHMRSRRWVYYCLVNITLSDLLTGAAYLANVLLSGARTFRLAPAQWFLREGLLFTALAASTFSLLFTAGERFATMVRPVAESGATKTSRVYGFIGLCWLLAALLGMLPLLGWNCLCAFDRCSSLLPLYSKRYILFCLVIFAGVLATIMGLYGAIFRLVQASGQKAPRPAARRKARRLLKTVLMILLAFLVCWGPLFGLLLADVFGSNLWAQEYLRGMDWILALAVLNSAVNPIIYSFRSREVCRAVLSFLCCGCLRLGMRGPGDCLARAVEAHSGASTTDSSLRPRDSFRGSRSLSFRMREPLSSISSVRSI
TRPML3 agonist – human mucolipin-3 channel agonism. activation, % at 3 µM. Q8TDD5. actives 0.29% (n = 220,000). HEK293 TRPML3-YFP, Fluo-8 calcium fluorescence; 100% = the carbachol control signal. AID 1448;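 active = activation above its plate's cutoff, the mean activation of the plate's test wells plus 3 SD, cut at about 12% in these data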;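 note: 0% = DMSO only wells and 100% = carbachol wells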
Target sequence (Q8TDD5 whole entry, looked up): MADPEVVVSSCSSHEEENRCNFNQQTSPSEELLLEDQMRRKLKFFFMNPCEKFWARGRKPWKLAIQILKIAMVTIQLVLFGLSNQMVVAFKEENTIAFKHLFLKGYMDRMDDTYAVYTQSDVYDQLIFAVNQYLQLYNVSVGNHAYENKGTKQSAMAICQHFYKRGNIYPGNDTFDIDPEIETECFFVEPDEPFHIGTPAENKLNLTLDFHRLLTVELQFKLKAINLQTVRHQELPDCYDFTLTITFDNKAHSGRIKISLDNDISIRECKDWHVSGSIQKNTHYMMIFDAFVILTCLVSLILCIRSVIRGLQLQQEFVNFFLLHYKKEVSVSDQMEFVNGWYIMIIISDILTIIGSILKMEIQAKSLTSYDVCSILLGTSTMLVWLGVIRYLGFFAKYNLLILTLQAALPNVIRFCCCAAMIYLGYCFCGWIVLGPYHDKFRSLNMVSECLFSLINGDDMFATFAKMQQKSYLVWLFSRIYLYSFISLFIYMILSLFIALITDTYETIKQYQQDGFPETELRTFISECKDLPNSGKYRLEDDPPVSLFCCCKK
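Test system: HEK293 cells stably carrying human TRPML3-YFP; Doses: single dose, 3 µM final nominal compound, 0.3% DMSO final; Schedule: dye loading 1 h 37 °C then 30 min ambient, 125 s read; Technique: Fluo-8 calcium fluorescence; Benchmarks: high control carbachol 87 µM, low control DMSO.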
PERK inh – human PERK inhibition, primary cell-based screen; Q9NZJ5; CHO PERK-DD fusion, SEAP luminescence translation reporter; inhibition, % at 5.6 µM; actives 0.17% (n = 220,000); AID 1416;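 active = inhibition above the mean inhibition of all tested compounds plus 3 SD, set separately per screening campaign, cut at about 2.9% in these data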;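 note: PERK kinase domain activated by AP20187 dimerizer at 100 nM; 0% = DMSO with dimerizer and 100% = rapamycin at 8.4 µM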
S1P4 antagonist – human S1P4 receptor antagonism | actives 0.26% (n = 220,000) | inhibition, % at 4.98 µM | O95977 | S1P4-expressing cells, antagonist mode, reporter read-out; in the data active = inhibition above about 29%;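 note: 0% = wells stimulated with agonist and 100% = vehicle wells without agonist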
Starred values were filed as active, the others as inactive; i = inactive; & = joins results of further samples.

cpd	compound	Ba/F3 V617F tox	BaF3 tox	EP2 mod	TRPN1 ag	m-calpain inh
1	O=C(NC1CCN(Cc2ccccc2)C1)c1cc(COc2ccc(F)cc2F)on1 (stereo not given)	1	2	-33	0.0	-26
2	CC(=O)OCC(=O)Nc1ccc(SC(F)F)cc1	-2	5	12	0.1	-24
3	COc1cccc(-c2nc(CS(=O)CC(=O)O)c(C)o2)c1 (stereo not given)	-2	2	-3	0.8	7
4	O=C(CC1CCCCC1)Nc1ccccc1-c1ccccc1	1	10	0	3.0	31
5	C/C(=N\NC(=O)c1ccccc1)c1ccc(C)c([N+](=O)[O-])c1	-2	5	2	1.2	4
6	CCOc1ccc(C(=O)N2CCN(c3cccc(Cl)c3)CC2)cc1	-1	6	-55	-2.4	6
7	Cc1ccccc1N1CCN(C(=O)CCN2C(=O)c3ccccc3C2=O)CC1	0	3	-7	-0.1	-2
8	CCCCCNC(=O)CCc1ccccc1	-2	2	3	-0.9	-12
9	Cc1ccc2nc(-c3ccc(N4C(=O)CC(N5CCN(CCO)CC5)C4=O)cc3)sc2c1 (stereo not given)	-3	-3	-76	0.6	-120
10	COc1ccc(-c2cc(-c3nnc(COC(=O)C4CC4C)o3)c3ccccc3n2)cc1OC (stereo not given)	-1	3	12	0.0	-146
11	FC(F)(F)c1nc(-c2cccs2)ncc1-c1nnnn1-c1ccc(Cl)cc1	-2	0	-28	-0.1	9
12	CCOC(=O)c1sc(NC(=S)NC(=O)CC(C)C)cc1C	-1	2	-5	-0.7	20
13	O=C(NCCc1ccccc1)C1CCN(S(=O)(=O)N2CCCC2)CC1	0	2	-21	2.1	19
14	O=C(N/N=C/c1cc(Br)ccc1O)Nc1ccccc1	-1	7	-7	1.0	-49
15	COc1ccc(NC(=O)CN2CCN(CC(=O)Nc3ccccc3F)CC2)c(OC)c1	-2	3	-13	-0.3	-35

cpd	S1P4 ag	TRPML3 agonist	PERK inh	S1P4 antagonist
1	2.6	2.5	1.0	-21
2	0.6	-0.5	0.4	-12
3	2.7	0.6	0.2	-6
4	0.2	0.3	1.3	-12
5	0.4	0.8	0.5	-14
6	0.4	-0.2	1.1	7
7	-0.3	-0.2	-0.5	0
8	-3.0	-0.6	0.8	-12
9	0.2	1.1	0.9	-7
10	1.6	0.5	-0.6	-11
11	-0.4	0.8	-0.5	0
12	0.9	0.1	-0.5	-14
13	1.0	1.1	1.2	-1
14	0.8	0.7	0.1	5
15	0.6	0.3	-0.8	-8

Next records.
cpd	compound	Ba/F3 V617F tox	BaF3 tox	EP2 mod	TRPN1 ag	m-calpain inh
16	Cc1cc(NCCN2CCOCC2)n2ncc(-c3ccccc3)c2n1	3	3	-64	2.3	-33
17	C/C(Cc1ccccc1)=N\NC(=O)CNC(=O)c1ccc(Br)cc1	-4	1	2	-0.3	9
18	Cc1onc(-c2ccncc2)c1C(=O)O	2	11	1	-0.1	-25
19	COc1ccc(CNc2nc3nc4c(c(=O)n3[nH]2)CCC4)cc1	-1	10	20	0.8	-34
20	COc1ccc(C(=O)Nc2ccc(C(F)(F)F)n(C)c2=O)cc1	-2	3	0	0.7	-15
21	COc1ccc(CN(C(=O)Cn2nnc3ccccc32)C(C(=O)NC(C)(C)C)c2ccco2)cc1 (stereo not given)	2	2	40	0.3	-1
22	CCOC(=O)c1sc(NC(=O)Nc2ccc(F)cc2)nc1C	3	5	-13	0.1	15
23	COC(=O)/C(N=Nc1cccc(C(F)(F)F)c1)=C(\C)O	-3	-1	30	-1.1	22
24	Nc1ncnc2c1ncn2Cc1ccccc1	-3	5	-66	0.8	-41
25	CCC(Sc1ccc2nnc(-c3ccc(F)cc3)n2n1)C(=O)OC (stereo not given)	2	7	-44	-0.1	-169
26	Cc1cccc(N(CC(=O)N2CCN(c3ccccc3F)CC2)S(C)(=O)=O)c1	-1	2	19	1.5	-5
27	CCOC(=O)c1nnn2c1nc(SCC(C)=O)c1ccccc12	2	-1	-5	0.4	-1
28	O=C(Nc1ccc2c(c1)CCC2)c1cccc(S(=O)(=O)N2CCN(c3ccc(F)cc3)CC2)c1	-1	10	-40	0.8	-33
29	O=C(Nc1cccc(C(F)(F)F)c1)C1CCN(S(=O)(=O)c2cnc[nH]2)CC1	-3	-2	-13	-0.4	7
30	COc1ccc(NC(=O)ON=C2c3ccccc3-c3ccccc32)cc1	1	2	-47	-2.5	14

cpd	S1P4 ag	TRPML3 agonist	PERK inh	S1P4 antagonist
16	-1.7	-0.9	0.5	17
17	2.7	0.1	0.9	-14
18	1.6	-0.1	2.2	-13
19	0.3	0.7	0.7	-16
20	1.2	0.2	1.0	1
21	-0.5	0.9	0.4	-10
22	-0.9	0.7	-0.5	-1
23	1.8	0.0	0.7	-20
24	-0.2	1.6	1.4	-6
25	0.5	-0.3	-0.5	-35
26	-0.3	1.2	-0.1	-10
27	0.4	0.6	-1.0	1
28	-0.2	0.0	0.2	-13
29	-1.2	1.0	1.3	-10
30	-0.6	-1.4	-0.5	-1

An excerpt of these results, screen by screen.
19. COc1ccc(CNc2nc3nc4c(c(=O)n3[nH]2)CCC4)cc1
21. COc1ccc(CN(C(=O)Cn2nnc3ccccc32)C(C(=O)NC(C)(C)C)c2ccco2)cc1 (stereo not given)
20. COc1ccc(C(=O)Nc2ccc(C(F)(F)F)n(C)c2=O)cc1
30. COc1ccc(NC(=O)ON=C2c3ccccc3-c3ccccc32)cc1

screen / no.,19,21,20,30
Ba/F3 V617F tox,-1,2,-2,1
BaF3 tox,10,2,3,2
EP2 mod,20,40,0,-47
TRPN1 ag,0.8,0.3,0.7,-2.5
m-calpain inh,-34,-1,-15,14
S1P4 ag,0.3,-0.5,1.2,-0.6
TRPML3 agonist,0.7,0.9,0.2,-1.4
PERK inh,0.7,0.4,1.0,-0.5
S1P4 antagonist,-16,-10,1,-1

(list continues)
cpd	compound	Ba/F3 V617F tox	BaF3 tox	EP2 mod	TRPN1 ag	m-calpain inh
31	Cc1ccc(C(CC(=O)NCc2ccco2)c2ccc(OC(C)C)cc2)cc1 (stereo not given)	-3	2	16	-1.3	16
32	COc1ccc(C2C(C(=O)NCC3CCCO3)c3cc(OC)c(OC)cc3C(=O)N2C)cc1OC (stereo not given)	-4	0	17	0.7	-29
33	COc1cc2c(C(=O)NCCCOC(C)C)cn(CC(C)C)c(=O)c2cc1OC	-1	3	-6	0.5	-14
34	COc1ccc([N+](=O)[O-])cc1NC(=O)c1ccc(-n2nc(C)cc2C)cc1	-3	0	-3	-1.1	-11
35	COc1cccc(/C=N/NC(=O)C(=O)NCc2cccnc2)c1OC	-3	-2	-4	-0.1	-28
36	Brc1ccc2[nH]ncc2c1	0	4	2	0.9	-4
37	CCSc1nnc(NC(=O)C2CCCCC2)s1	-4	2	7	-0.1	-8
38	Nc1nonc1-c1noc(N2CCOCC2)n1	0	5	40	-1.5	-6
39	CSc1ccc(/C=C(/NC(=O)c2ccc(C)cc2)C(=O)Nc2cccc(C)c2)cc1	2	3	17	3.7	-11
40	O=C1OCC2=C1C(c1ccc(F)cc1)CC(=O)N2c1ccc(F)cc1 (stereo not given)	0	3	16	1.2	-12
41	COc1ccc(C(=O)N2CCC(C(=O)Nc3ccc(C)cc3)CC2)cc1	3	1	8	-0.9	-4
42	O=C(Cn1cc2c(n1)CCCCC2)NCCN1CCOCC1	3	4	-6	1.1	-38
43	COc1ccccc1C(NC(=O)C1CCCCC1)c1c(O)ccc2ccccc12 (stereo not given)	-2	6	-21	0.9	-28
44	CCCCOC(=O)c1ccc(N=Nc2c(C)c(C#N)c(O)[nH]c2=O)cc1	-1	0	-40	1.5	8
45	COc1ccc(C2CC(c3ccc(Cl)cc3)Nc3nc(NC(=O)c4ccco4)nn32)cc1 (stereo not given)	1	6	-5	-0.6	-44

cpd	S1P4 ag	TRPML3 agonist	PERK inh	S1P4 antagonist
31	-0.2	-0.2	-0.3	9
32	0.2	0.4	0.8	-12
33	0.7	-0.5	-0.6	-1
34	0.6	0.8	0.3	-12
35	-2.4	0.9	0.6	-8
36	-0.1	0.0	-0.2	-21
37	-1.9	0.1	-0.6	7
38	0.2	0.8	0.0	-33
39	0.8	1.1	-0.7	-10
40	0.5	0.3	1.9	3
41	0.5	-0.4	0.0	-34
42	-0.2	1.0	-0.7	2
43	3.3	0.7	2.2	-23
44	-0.4	1.1	0.3	4
45	0.0	0.7	0.8	-11

Later entries
cpd	compound	Ba/F3 V617F tox	BaF3 tox	EP2 mod	TRPN1 ag	m-calpain inh
46	COCCSc1ccccc1C(=O)Nc1nnc(COC)s1	-4	-2	11&-25	0.1	9
47	CCOC(=O)c1cc2c(=O)n3ccccc3nc2n(C(C)C)c1=NC(=O)c1ccco1	-2	5	-12	-0.8	i
48	Cc1ccc(N(C(=O)Cn2nnc3ccccc32)C(C(=O)NCc2ccco2)c2ccc(C)o2)cc1 (stereo not given)	-1	10	40	0.9	-4
49	O=C(Oc1ccc(Br)cc1C(=S)N1CCCC1)c1ccccc1Cl	1	7	41	-1.6	-12
50	CCCOc1ccccc1C(=O)NCCCC(=O)O	0	7	2	0.4	-13
51	CCCCOc1ccc(S(=O)(=O)n2c(C)nc3ccccc32)cc1	3	11	16	-1.2	28
52	COc1ccc(OC)c(C2C(C(=O)N(C)C)=C(C)Nc3nc4ccccc4n32)c1 (stereo not given)	-5	3	-2	0.9	-5
53	CN(C)CCN(Cc1cc2cc3c(cc2[nH]c1=O)OCO3)C(=S)NCc1ccco1	3	4	-3&2	1.2	-218
54	CCc1c(C(C)S(=O)(=O)c2ccccc2)[nH]c(=O)n1CC (stereo not given)	2	6	14	-0.3	-12
55	CC(CN1CCCC1)C(=O)NN (stereo not given)	4	3	1	2.5	15
56	CC(=O)Nc1ccc(S(=O)(=O)Nc2nc(C)nc3sc4c(c23)CCC4)cc1	-3	-5	7	0.8	-9
57	Cc1ccc(NC(=O)CN2C(=O)C3C4C=CC(C4)C3C2=O)cc1 (stereo not given)	1	4	23	0.3	5
58	CCNCc1ccc(OCc2ccccc2F)c(OC)c1	3	2	-19	-0.4	-15
59	COc1ccc(-c2nn(C)c3sc(C(=O)N4CCOCC4)cc23)cc1OC	2	8	-8	2.1	-5
60	CCCC/C(C)=N/NC(=O)Nc1ccccc1	1	5	-9	-0.5	22
61	CN(C)c1ccc(C(=S)N2CCN(C(=S)Nc3ccc(Cl)cc3)CC2)cc1	-1	5	-18	-0.5	-20

cpd	S1P4 ag	TRPML3 agonist	PERK inh	S1P4 antagonist
46	0.9	0.0	-0.7	-13
47	5.4	-0.1	-0.6	-14
48	0.5	0.2	-1.0	-6
49	0.9	0.2	0.3	-10
50	1.1	-0.2	1.1	4
51	-0.7	-0.7	0.0	-8
52	2.8	1.3	-0.4	-28
53	0.4	0.6	0.7	4
54	0.9	0.0	-0.3	-11
55	-1.7	0.1	0.0	15
56	0.2	1.5	0.6	-4
57	-0.1	0.8	0.9	-7
58	-0.4	0.7	0.6	-21
59	-0.1	0.6	-0.5	-15
60	1.6	-0.1	0.7	2
61	-2.3	1.4	1.4	-4
